VLA-4 inh: inhibition in a human VLA-4 binding assay; P13612; VLA-4 expressing cells, ligand binding flow cytometry; inhibition, % (about 7 µM as worked out from the volumes in the protocol); 0.2% of 330,000 active; AID 2557; in the data active means inhibition above about 50%
CIT2-GFP yeast: alters CIT2-GFP fluorescence in TOR pathway yeast screen; S. cerevisiae CIT2-GFP strain, flow cytometry, 3 h; 100 means same as DMSO wells; GFP response vs DMSO, % at 10 µM; 0.065% of 320,000 active;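 active means GFP response relative to DMSO above a set limit, near the screen mean plus 3 SD, cut at about 150% in these data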;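 further: ratio of well median GFP fluorescence to mean of DMSO wells on the plate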
AGP1-GFP MLPCN: modulators of TOR pathway AGP1-GFP in S. cerevisiae; 0.02% of 320,000 active; S. cerevisiae AGP1-GFP multiplex flow cytometry, 3 h; GFP as percent of DMSO wells; GFP response vs DMSO, % at 10 µM;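 active means GFP response relative to DMSO above a set limit, near screen average plus 3 SD, cut at about 150% in these data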;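 further: median GFP channel fluorescence of the gated AGP1 strain per well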
GRK2 aptamer HTS: inhibitors of human GRK2 displacing RNA aptamer; inhibition of aptamer binding, % at 10 µM; bead flow cytometry, FAM-aptamer displacement from GRK2; 0.59% of 330,000 active; AID 488847;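 active means inhibition of aptamer binding above 40%, roughly 3 SD of noise, on plates passing a quality check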;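 further: median bead fluorescence of bound FAM aptamer so fluorescent compounds give negative values; no value below 0 was filed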
Bcl-xL primary: Bcl-xL (human) inhibition. Q07817. GST-Bcl-xL / FITC-Bim BH3 peptide fluorescence polarization. inhibition, % at 10.9 µM. 0.7% of 320,000 active;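 active means inhibition above the mean of all tested compounds plus 3 SD, cutoff set per campaign, cut at about 30% in these data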;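 further: 0% = DMSO wells and 100% = unlabeled Bim-BH3 peptide competitor; inhibitors lower millipolarization by displacing the labeled peptide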
Target sequence (Q07817 whole entry, looked up): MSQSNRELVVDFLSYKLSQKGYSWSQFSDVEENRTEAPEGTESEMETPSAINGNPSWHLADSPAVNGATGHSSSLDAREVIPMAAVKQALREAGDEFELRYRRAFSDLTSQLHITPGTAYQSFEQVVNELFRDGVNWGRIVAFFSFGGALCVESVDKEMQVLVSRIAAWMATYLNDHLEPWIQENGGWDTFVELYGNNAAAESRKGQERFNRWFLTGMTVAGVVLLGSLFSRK
MEX-5 binding: C. elegans MEX-5 TCR-2 RNA binding activity; Q9XUB2; MEX-5/FITC-TCR2 RNA binding, fluorescence polarization; stronger effect = lower value; activity score (negative = inhibition of binding), % at 10 µM; 0.38% of 300,000 active;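 active means inhibition past about -25% in most replicates, and total fluorescence under double the plate's negative control median, limit read from the data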;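 further: 0% = DMSO and -100% = 5 µM competing unlabeled TCR2 RNA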
GLD-1 TGE inh: GLD-1-TGE RNA interaction inhibition (C. elegans); Q17339; purified GLD-1 + fluorescein TGE RNA, fluorescence polarization; inhibition, % at 5.96 µM; 0.44% of 320,000 active; AID 2280;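 active means percent inhibition above a per-plate cutoff, the plate mean of test compounds plus 3 SD, cut at about 30% in these data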;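 further: 0% = DMSO wells with GLD-1 and probe and 100% = wells lacking GLD-1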
Target sequence (Q17339 whole entry, looked up): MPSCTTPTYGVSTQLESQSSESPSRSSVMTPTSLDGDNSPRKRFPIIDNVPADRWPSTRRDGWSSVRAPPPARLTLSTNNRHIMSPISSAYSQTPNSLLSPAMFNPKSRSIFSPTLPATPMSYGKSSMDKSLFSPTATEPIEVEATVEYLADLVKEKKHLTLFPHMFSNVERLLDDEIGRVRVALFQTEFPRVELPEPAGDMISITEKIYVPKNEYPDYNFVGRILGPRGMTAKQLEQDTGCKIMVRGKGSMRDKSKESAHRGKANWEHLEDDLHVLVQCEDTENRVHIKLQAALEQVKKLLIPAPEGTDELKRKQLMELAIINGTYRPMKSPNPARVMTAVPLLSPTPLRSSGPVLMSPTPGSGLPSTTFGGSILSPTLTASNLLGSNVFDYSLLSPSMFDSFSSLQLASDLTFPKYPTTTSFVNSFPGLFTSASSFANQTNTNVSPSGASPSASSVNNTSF
Fam108B counter: blocks mouse Fam108B hydrolase in RBBP9 counter-screen; recombinant Fam108B, FP-Rh probe fluorescence polarization; inhibition, % at 9.51 µM; 0.33% of 300,000 active;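 active means inhibition above the screen mean inhibition plus 3 SD, computed separately per campaign, cut at about 18% in these data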;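 further: inhibitors lower polarization as less probe binds the enzyme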
MCL1 BIM primary: disrupts human MCL1 binding to BIM-BH3 peptide; 0.68% of 320,000 active; GST-MCL1 / FITC-Bim-BH3 fluorescence polarization; Q07820; inhibition, % at 10.9 µM;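 active means inhibition above the mean inhibition of all tested compounds plus 3 SD, set per campaign, cut at about 40% in these data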;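 further: 0% = DMSO wells and 100% = unlabeled Bim-BH3 peptide control; higher means more loss of mP so more displacement of Bim peptide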
Target sequence (Q07820 whole entry, looked up): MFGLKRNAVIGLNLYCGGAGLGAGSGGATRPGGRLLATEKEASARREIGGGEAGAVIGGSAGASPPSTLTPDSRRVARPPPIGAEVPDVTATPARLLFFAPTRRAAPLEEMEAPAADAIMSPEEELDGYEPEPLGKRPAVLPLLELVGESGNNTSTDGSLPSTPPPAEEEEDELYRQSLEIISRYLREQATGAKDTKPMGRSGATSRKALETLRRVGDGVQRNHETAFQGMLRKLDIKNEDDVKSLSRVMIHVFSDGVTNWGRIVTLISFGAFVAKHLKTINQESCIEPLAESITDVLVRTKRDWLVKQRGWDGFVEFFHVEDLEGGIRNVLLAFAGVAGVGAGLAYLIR
Active calls of the source: *.

`CCN(CC)S(=O)(=O)c1ccc(S(=O)(=O)N2CCCC2C(=O)O)cc1` (centres undefined) gave VLA-4 inh -1, CIT2-GFP yeast 98, AGP1-GFP MLPCN 93, GRK2 aptamer HTS 0, Bcl-xL primary -1, MEX-5 binding -0.8, GLD-1 TGE inh 5, Fam108B counter 2 and MCL1 BIM primary 2.
`COC(CNC(=O)c1cc(Sc2nnc(C)s2)nc2ccccc12)OC` gave VLA-4 inh 24, CIT2-GFP yeast 97, AGP1-GFP MLPCN 97, GRK2 aptamer HTS 0, Bcl-xL primary 1, MEX-5 binding -0.4, GLD-1 TGE inh 2, Fam108B counter 3 and MCL1 BIM primary -5.
For CCC1=C(OC(=O)N(CC)CC)N2C(=O)OC(=NCC(=O)OC)[C@]2(C)[C@H]2C1=CC[C@H]1C(=O)N(CC(=O)OC)C(=O)[C@H]12 the results were VLA-4 inh 10, CIT2-GFP yeast 69, AGP1-GFP MLPCN 81, GRK2 aptamer HTS 2, Bcl-xL primary 7, MEX-5 binding -3.0, GLD-1 TGE inh 7, Fam108B counter -3 and MCL1 BIM primary 8.
`Cc1cccc(NC(=O)c2nc[nH]c2C(=O)N2CCN(c3ccccc3)CC2)c1` gave VLA-4 inh 11, CIT2-GFP yeast 96, AGP1-GFP MLPCN 104, GRK2 aptamer HTS 0 and GLD-1 TGE inh 6.
Screening O=C(O)C1OC2OC3(CCCCC3)OC2C2OC3(CCCCC3)OC12 (centres undefined) returned VLA-4 inh -7, CIT2-GFP yeast 94, AGP1-GFP MLPCN 94, GRK2 aptamer HTS 4, Bcl-xL primary 7, MEX-5 binding -1.3, GLD-1 TGE inh -5, Fam108B counter 1 and MCL1 BIM primary 2.
COc1ccc(NC(=O)c2cc(C)no2)cc1Cl was read as VLA-4 inh -5, CIT2-GFP yeast 103, AGP1-GFP MLPCN 95, GRK2 aptamer HTS 0, Bcl-xL primary -4, MEX-5 binding -1.7, GLD-1 TGE inh -2, Fam108B counter 2 and MCL1 BIM primary -18.
Screening S=c1sc(SCCOc2ccccc2)nn1-c1ccccc1 returned VLA-4 inh -103, CIT2-GFP yeast 103, AGP1-GFP MLPCN 105, GRK2 aptamer HTS 2, Bcl-xL primary 2, MEX-5 binding 1.4, GLD-1 TGE inh 1, Fam108B counter 2 and MCL1 BIM primary -2.
Screening CCN1C=C(Cc2cccs2)C2=C(C1)C(c1cccs1)C(C#N)=C(N)O2 (centres undefined) returned VLA-4 inh -2, CIT2-GFP yeast 98, AGP1-GFP MLPCN 105, GRK2 aptamer HTS 2, Bcl-xL primary 8, MEX-5 binding 1.3, GLD-1 TGE inh -6, Fam108B counter -1 and MCL1 BIM primary -3.
CCN(CC)CCOc1ccc2c(c1)C(=NO)c1cc(OCCN(CC)CC)ccc1-2 was read as VLA-4 inh -13, CIT2-GFP yeast 103, AGP1-GFP MLPCN 104, GRK2 aptamer HTS 0, Bcl-xL primary 9, MEX-5 binding 11, GLD-1 TGE inh -3, Fam108B counter 3 and MCL1 BIM primary 3.
For CCN(CC)C(=O)Oc1c(Cl)cc(Cl)c2cccnc12 the results were VLA-4 inh 9, CIT2-GFP yeast 99, AGP1-GFP MLPCN 99, GRK2 aptamer HTS 11, Bcl-xL primary 8, MEX-5 binding 1.2, GLD-1 TGE inh -4, Fam108B counter -2 and MCL1 BIM primary 5.
CCOc1ccc(CNC(=O)CCCOc2cc(=O)n(C)c3ccccc23)cc1 was read as VLA-4 inh -1, CIT2-GFP yeast 104, GRK2 aptamer HTS 0, Bcl-xL primary -1, MEX-5 binding 2.2, GLD-1 TGE inh 1, Fam108B counter 5 and MCL1 BIM primary 3.
Screening Cc1cc(CNC(=O)COC(=O)c2ccc(Cl)c(N)c2)cc(C)c1O returned VLA-4 inh 7, CIT2-GFP yeast 89, AGP1-GFP MLPCN 99, GRK2 aptamer HTS 0, Bcl-xL primary -5, MEX-5 binding 0.3, GLD-1 TGE inh 11, Fam108B counter -4 and MCL1 BIM primary -7.
CCC(=O)NCCc1nc2cc(NC(=O)COc3ccccc3)ccc2n1C was read as VLA-4 inh -10, CIT2-GFP yeast 100, AGP1-GFP MLPCN 100, GRK2 aptamer HTS 0, Bcl-xL primary 0, MEX-5 binding 1.1, GLD-1 TGE inh 0, Fam108B counter 4 and MCL1 BIM primary 4.
For CCNc1nc(NCC)nc(N/N=C/c2cc(OC)c(OC)c(OC)c2)n1 the results were VLA-4 inh -2, CIT2-GFP yeast 105, AGP1-GFP MLPCN 101, GRK2 aptamer HTS 0, Bcl-xL primary 1, MEX-5 binding 0.8, GLD-1 TGE inh 0, Fam108B counter 0 and MCL1 BIM primary -1.
Screening COc1ccc(Cn2c(SCc3cc(C)ccc3C)nc3cc(OC)c(OC)cc3c2=N)cc1 returned VLA-4 inh 12, CIT2-GFP yeast 108, AGP1-GFP MLPCN 93, GRK2 aptamer HTS 0, Bcl-xL primary 5, MEX-5 binding -0.3, GLD-1 TGE inh 4, Fam108B counter -3 and MCL1 BIM primary 6.
`CN(C)CCCNC(=O)c1cc(C(=O)C2CCCCC2)c[nH]1` gave VLA-4 inh 14, CIT2-GFP yeast 120, AGP1-GFP MLPCN 116, GRK2 aptamer HTS 1, Bcl-xL primary 1, MEX-5 binding 1.5, GLD-1 TGE inh -4, Fam108B counter 0 and MCL1 BIM primary -3.
For CC(NS(=O)(=O)c1ccc2c(c1)oc(=O)n2C)c1ccccc1 (centres undefined) the results were VLA-4 inh -31, CIT2-GFP yeast 108, AGP1-GFP MLPCN 101, GRK2 aptamer HTS 0, Bcl-xL primary -21, MEX-5 binding -2.2, GLD-1 TGE inh -5, Fam108B counter -5 and MCL1 BIM primary -47.
For O=C(Nc1ccc(Cl)cc1)c1csc(-c2ccncc2)n1 the results were VLA-4 inh 12, CIT2-GFP yeast 111, AGP1-GFP MLPCN 97, GRK2 aptamer HTS 0, Bcl-xL primary 6, MEX-5 binding 0.8, GLD-1 TGE inh 8, Fam108B counter -8 and MCL1 BIM primary 0.
Screening Cc1cccc(C=Nc2ccc3c4c(cccc24)CC3)c1O returned VLA-4 inh -102, CIT2-GFP yeast 142, AGP1-GFP MLPCN 101, GRK2 aptamer HTS 1, Bcl-xL primary 8, MEX-5 binding -1.7, GLD-1 TGE inh -36, Fam108B counter 0 and MCL1 BIM primary -21.
`CCN1C(=O)N(C)[C@@H](c2ccccc2)C(C(=O)OC)=C1C` gave VLA-4 inh -7, CIT2-GFP yeast 66, AGP1-GFP MLPCN 78, GRK2 aptamer HTS 3, Bcl-xL primary 1, MEX-5 binding -0.4, GLD-1 TGE inh 8, Fam108B counter -1 and MCL1 BIM primary 1.
CCCCC(=O)NC1(C(F)(F)F)NC(=O)N(C)C1=O (centres undefined) was read as VLA-4 inh 11, CIT2-GFP yeast 104, AGP1-GFP MLPCN 102, GRK2 aptamer HTS 1, Bcl-xL primary 3, MEX-5 binding -1.0, GLD-1 TGE inh 4, Fam108B counter -8 and MCL1 BIM primary -2.
Screening O=C(CCNc1cc(Cl)cc(Cl)c1)c1cccs1 returned VLA-4 inh 9, CIT2-GFP yeast 105, AGP1-GFP MLPCN 101, GRK2 aptamer HTS 0, Bcl-xL primary -1, MEX-5 binding 0.0, GLD-1 TGE inh 5, Fam108B counter 2 and MCL1 BIM primary -3.
COc1cccc(C2=CC(=O)CCC2)c1OC was read as Bcl-xL primary 5, MEX-5 binding 0.0, GLD-1 TGE inh 9, Fam108B counter 0 and MCL1 BIM primary 10.
`COc1ccc(C(=O)Nc2ccc(/C(C)=N/NC(=O)c3ccncc3)cc2)cc1` gave VLA-4 inh -18, CIT2-GFP yeast 102, AGP1-GFP MLPCN 104, GRK2 aptamer HTS 0, Bcl-xL primary 7, MEX-5 binding 0.3, GLD-1 TGE inh 9, Fam108B counter 0 and MCL1 BIM primary 0.
CCCc1cc(=O)[nH]c(SC(C)C(=O)Nc2ccc3c(c2)OCCO3)n1 (centres undefined) was read as VLA-4 inh -11, CIT2-GFP yeast 97, AGP1-GFP MLPCN 100, GRK2 aptamer HTS 2, Bcl-xL primary 1, GLD-1 TGE inh 1 and MCL1 BIM primary 2.
For CC(=O)Nc1sc(NC(=O)c2ccccc2)nc1-c1cccs1 the results were VLA-4 inh 5, CIT2-GFP yeast 106, AGP1-GFP MLPCN 103, GRK2 aptamer HTS 0, Bcl-xL primary 11, MEX-5 binding -2.7, GLD-1 TGE inh -2, Fam108B counter 2 and MCL1 BIM primary 7.
`COc1ccc(N2CC(=O)N(c3ccccc3)C2=S)cc1` gave CIT2-GFP yeast 92, AGP1-GFP MLPCN 96, GRK2 aptamer HTS 0, Bcl-xL primary 8, MEX-5 binding 0.0, GLD-1 TGE inh -5, Fam108B counter -1 and MCL1 BIM primary 14.
For CC1CCC(C(=O)NC(C(=O)NCCc2ccc(S(N)(=O)=O)cc2)C(C)C)CC1 (centres undefined) the results were VLA-4 inh 9, CIT2-GFP yeast 111, AGP1-GFP MLPCN 104, GRK2 aptamer HTS 0, Bcl-xL primary 2, MEX-5 binding 2.8, GLD-1 TGE inh 6, Fam108B counter -2 and MCL1 BIM primary 0.
For CN(C)CC(O)COC(c1ccccc1)c1ccccc1 (centres undefined) the results were VLA-4 inh -1, AGP1-GFP MLPCN 111, GRK2 aptamer HTS 0, Bcl-xL primary 5, MEX-5 binding -0.8, GLD-1 TGE inh 4, Fam108B counter -2 and MCL1 BIM primary 1.
Cc1sc2nc(C)n(/N=C/c3ccccc3O)c(=O)c2c1C was read as VLA-4 inh 1, CIT2-GFP yeast 99, AGP1-GFP MLPCN 97, GRK2 aptamer HTS 0, Bcl-xL primary -1, MEX-5 binding 0.1, GLD-1 TGE inh 6, Fam108B counter 2 and MCL1 BIM primary 4.
Screening COc1ccc(N2CCCC2)c(NC(=O)COc2ccccc2Cl)c1 returned VLA-4 inh -6, CIT2-GFP yeast 106, AGP1-GFP MLPCN 108, GRK2 aptamer HTS 1, Bcl-xL primary -1, MEX-5 binding 3.2, GLD-1 TGE inh 0, Fam108B counter 3 and MCL1 BIM primary 0.
`Cc1ccc(NC(=O)CCSCCC(=O)Nc2ccc(C)c(C)c2)cc1C` gave VLA-4 inh 3, CIT2-GFP yeast 94, AGP1-GFP MLPCN 101, GRK2 aptamer HTS 0, Bcl-xL primary -3, MEX-5 binding -0.2, GLD-1 TGE inh -2, Fam108B counter -6 and MCL1 BIM primary -12.
O=[N+]([O-])c1ccc(C(O)CNC(=S)Nc2ccccc2)cc1 (centres undefined) was read as VLA-4 inh 5, CIT2-GFP yeast 90, AGP1-GFP MLPCN 96, GRK2 aptamer HTS 0, Bcl-xL primary 4, MEX-5 binding 1.5, GLD-1 TGE inh 4, Fam108B counter 0 and MCL1 BIM primary 11.
Screening COC(=O)CN(c1cc(Cl)ccc1OC)S(=O)(=O)c1ccc(C)cc1 returned VLA-4 inh 3, CIT2-GFP yeast 99, AGP1-GFP MLPCN 106, GRK2 aptamer HTS 0, Bcl-xL primary 1, MEX-5 binding -0.7, GLD-1 TGE inh 0, Fam108B counter 0 and MCL1 BIM primary 0.
Cc1nn(-c2ccccc2)c(C)c1CCC(=O)O was read as VLA-4 inh -5, CIT2-GFP yeast 89, AGP1-GFP MLPCN 105, GRK2 aptamer HTS 0, Bcl-xL primary 3, MEX-5 binding -0.5, GLD-1 TGE inh 2, Fam108B counter -2 and MCL1 BIM primary -8.

Compounds were not picked by outcome; 2.2% or so of the library scored in one or more.
